Screening results from PubChem BioAssay.
TbREL1 primary – TbREL1 inhibition, primary screen. P86926. TbREL1 RNA ligation, FRET fluorescence. inhibition, % at 9.66 µM. 89,000 tested, 0.49% active. AID 1117264;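 active = inhibition above the mean inhibition across all screened compounds plus 3 SD, cut at about 11% in these data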;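 note: 0% = plate median of test wells and 100% = NSC42067 control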
Target sequence (P86926 whole entry, looked up): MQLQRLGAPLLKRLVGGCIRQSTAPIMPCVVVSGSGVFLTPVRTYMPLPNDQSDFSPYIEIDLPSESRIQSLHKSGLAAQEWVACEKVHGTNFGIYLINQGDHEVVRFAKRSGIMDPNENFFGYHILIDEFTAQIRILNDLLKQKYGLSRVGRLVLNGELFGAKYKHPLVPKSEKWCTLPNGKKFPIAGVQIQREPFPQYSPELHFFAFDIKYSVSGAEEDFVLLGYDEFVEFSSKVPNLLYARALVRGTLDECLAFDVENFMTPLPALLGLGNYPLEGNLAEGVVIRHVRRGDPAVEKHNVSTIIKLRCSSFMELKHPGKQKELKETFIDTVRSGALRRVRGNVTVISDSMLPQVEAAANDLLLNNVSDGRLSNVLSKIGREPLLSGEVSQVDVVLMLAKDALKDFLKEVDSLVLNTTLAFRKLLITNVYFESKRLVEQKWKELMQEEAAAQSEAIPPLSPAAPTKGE
The depositor's hits bear a star. Not all compounds are listed; rates above refer to the full screens.

The opening two compounds (preview)
SMILES	TbREL1 primary
COc1ccc(C(=O)OCC(=O)Nc2c(C)cccc2C)c(OC)c1OC	0.0
CCOC(=O)CC1(c2ccc(OC)c(OC)c2)C(=O)c2ccccc2C1=O	-1.2

All compounds of this part, from the start:
SMILES	TbREL1 primary
COc1ccc(C(=O)OCC(=O)Nc2c(C)cccc2C)c(OC)c1OC	0.0
CCOC(=O)CC1(c2ccc(OC)c(OC)c2)C(=O)c2ccccc2C1=O	-1.2
CC(C)(C)c1ccc(OCc2nc(-c3ccccn3)no2)c(Br)c1	-0.6
CC(=O)Nc1ccc(-c2csc(Nc3ccc(Cl)cn3)n2)cc1	-0.1
Cc1ccc(C(=O)NC(=S)NCC2CCCO2)cc1 (stereo unspecified)	-1.3
CCc1c(C)nc2cc(-c3ccc(OC)c(OC)c3)nn2c1NCC1CC1	2.1
O=C(NC1CCCCC1)c1ccc(-c2cn[nH]c2)c2ccoc12	0.8
O=C(NCC1CCCO1)C1CCN(S(=O)(=O)c2cccc3cccnc23)CC1 (stereo unspecified)	0.7
CCN(c1cccc(C)c1)S(=O)(=O)c1ccc2c(c1)CCCN2C(C)=O	3.0
Cc1ccc(NS(=O)(=O)c2cccc(C(=O)N3CCN(C(=O)c4ccco4)CC3)c2)cc1	-2.7
COc1ccc(Br)cc1CNc1ccc(O)cc1	23.8*
Cn1c(=O)[nH]c(=O)c2c1nc(CN1CCN(c3cccc(Cl)c3)CC1)n2CCc1ccccc1	-1.5
CC1=NN(C(=O)CSCc2ccccc2)C(O)(c2ccc(Cl)cc2)C1 (stereo unspecified)	-4.0
O=C(CCCn1c(=O)c2ccccc2n(Cc2ccccc2)c1=O)NCc1ccco1	-3.2
O=c1oc2c3c4c(cc2s1)CCCN4CCC3	-1.3
O=C(O)CCc1nn2c3ccccc3nc2n(CCN2CCCCC2)c1=O	-1.9
COc1ccc(CN2CCC(=O)NC2=O)cc1	0.4
O=C(NCCc1ccccc1)OCc1cn(-c2cccc(F)c2F)nn1	6.5
CCN(CC)CCCN=Cc1c(O)n(-c2c(C)cccc2C)c(=O)c2ccccc12	-0.6
NC(=O)C1CCN(Cc2nc(-c3ccccc3)no2)CC1	-2.6

3 of the compounds above, as a markdown table.
| mol | TbREL1 primary |
| --- | --- |
| Cc1ccc(C(=O)NC(=S)NCC2CCCO2)cc1 (stereo unspecified) | -1.3 |
| CCc1c(C)nc2cc(-c3ccc(OC)c(OC)c3)nn2c1NCC1CC1 | 2.1 |
| O=C(NC1CCCCC1)c1ccc(-c2cn[nH]c2)c2ccoc12 | 0.8 |

Next section.
SMILES	TbREL1 primary
CCOC(=O)c1c(NC(=O)CSc2nnnn2-c2ccc(OC)cc2)sc(C)c1C	-0.6
Clc1ccccc1CSc1nnc(-c2ccccn2)n1Cc1ccco1	-0.7
C[C@H]1COc2cccc(N3CCC[C@@H]3CO)c2S(=O)(=O)N1	4.2
CC(C)(C)OC(=O)Nc1ccc([C@H](NC(=O)OC(C)(C)C)C(=O)OC(C)(C)C)cc1	-0.6
COc1ccc(CC(=O)OCC(=O)c2ccc(OC)cc2)cc1	-0.7
COc1ccc(NC(=O)N(C)C[C@H]2Oc3ccc(NC(=O)Cn4cnnn4)cc3C(=O)N([C@H](C)CO)C[C@@H]2C)cc1	-1.4
CN(Cc1cn(C)nc1-c1cccc(Cl)c1)Cc1nccn1C	10.8
CC1CN(C(=S)Nc2ccccc2)CC(C)O1 (stereo unspecified)	-4.7
Cc1ccc(NC(=O)CSc2nc(N)cc(=O)[nH]2)cc1S(=O)(=O)N1CCOCC1	-1.5
Cc1cccn2cc(COc3ccc(-c4ccccc4)cc3)nc12	-1.0
CN(C)[C@@H]1CCN(c2cccc3c2S(=O)(=O)N2CC[C@H](C2)O3)C1	-0.7
COc1ccc(C(=O)CCC(=O)N2CCN(c3cccc(Cl)c3)CC2)cc1	1.0
CCOC(=O)[C@H]1[C@H]2COc3ccc(OC)cc3[C@@H]2N2C(=O)c3ccc(F)cc3NC(=O)[C@@]12C	-3.1
O=C(Cn1nnc(-c2cccs2)n1)N1c2ccccc2Sc2ccc(C(F)(F)F)cc21	1.4
COc1c(O)ccc(/C=N/NC(=O)c2ccc3c(c2)OCCO3)c1[N+](=O)[O-]	-3.7
C[C@H](NC(=O)c1nc[nH]c1C(=O)N[C@@H](Cc1ccccc1)C(=O)OCc1ccccc1)C(=O)OCc1ccccc1	3.0
O=C(C1CCCN(S(=O)(=O)c2cccc3cccnc23)C1)N1CCN(c2ccccc2F)CC1 (stereo unspecified)	-0.3
COc1ccc(C(=O)N(CCN2CCOCC2)CC(=O)NC2CCCC2)cc1OC	1.3
CCc1ccc(C(CNc2nc(C(F)(F)F)nc3ccccc23)N(C)C)cc1 (stereo unspecified)	3.4
CCOC(=O)C1=C(c2ccccc2)c2ccccc2N(S(=O)(=O)C(F)(F)F)C1C(=O)OCC (stereo unspecified)	-1.6
COCCN(CCOC)S(=O)(=O)c1ccc(C(=O)Nc2c(C)n(C)n(-c3ccccc3)c2=O)cc1	2.1
CCC(C)N(NC(C)=O)c1nc(Cl)nc(NC(C)(C)C)n1 (stereo unspecified)	-1.3
COc1ccccc1N(C)S(=O)(=O)c1ccc(C(=O)NC(C)c2ccccc2)cc1 (stereo unspecified)	2.3
Cc1ccc(/C=C/C(=O)OCC(=O)Nc2ccc3[nH]c(=O)[nH]c3c2)o1	1.8
C[C@@H]1CN([C@H](C)CO)C(=O)CCCn2nncc2CO[C@H]1CN(C)S(=O)(=O)c1ccc(Oc2ccccc2)nc1	1.9
CCC/C=C1/CCCOC(C(=O)NCc2ccc(S(C)(=O)=O)cc2)(C(F)(F)F)C1 (stereo unspecified)	-1.9
CC(C)COc1ccccc1C(=O)NC(CO)C(=O)O (stereo unspecified)	3.9
c1ccc(OCc2nn3c(-c4cccnc4)nnc3s2)cc1	-3.7
Cc1ccc(-c2nn(-c3ccccc3)cc2/C=C/C(=O)Nc2nccs2)cc1	2.5
O=C(NCC(=O)N1CCCC1)c1ccccc1F	3.4
Cc1ccc(C(=O)OCC(=O)N2CCNC2=O)c(C)c1	1.5
O=[N+]([O-])c1cc([N+](=O)[O-])c(Oc2ccc(Br)cc2Br)cc1NN1CCCCC1	1.0
COc1ccccc1NC(=O)CSc1nc(O)cc(=O)n1C	8.0
COc1ccc(C(=O)NCc2ccc3c(c2)OCO3)cc1S(=O)(=O)N1CCCC1	-4.7
CCOCCCNC(=O)Cc1c(C(=O)O)[nH]c2ccc(Cl)cc12	2.5
CCCCC(=O)N[C@H]1CC[C@@]23CCCN2C(=O)CCC[C@H]3[C@H]1C	-2.1
C#Cc1cccc(Nc2ncnc3cc(OCCOC)c(OCCOC)cc23)c1	1.7
Cn1cnc([N+](=O)[O-])c1NCc1ccccc1	1.4
O=C(/C=C/c1ccccc1)Nc1sc2c(c1C(=O)O)CCC2	-1.1
Cc1cc(C)c(S(=O)(=O)NCCC2CCCN2C)c(C)c1 (stereo unspecified)	-0.2
O=C(c1ccc(F)cc1)N1CCN(S(=O)(=O)c2ccc(Br)cc2)CC1	-0.1
O=C1C=C(c2ccc(Oc3ccccc3)cc2)C[C@@H](c2ccc3c(c2)OCO3)C1	2.3
O=C(NC1=NCCS1)c1cc(-c2cccnc2)nc2ccccc12	0.0
Cc1ccc(C(=O)NC(NCc2ccco2)C(Cl)(Cl)Cl)cc1 (stereo unspecified)	-0.4
Cc1cc(C)n(CCC(=O)N2CCCC(Nc3ccc(F)cc3)C2)n1 (stereo unspecified)	-8.7
COCCNCC(=O)Nc1ccc(OC(F)(F)F)cc1	-1.0
CCCN(CC1CC1)C(=O)Nc1ccccc1C	1.2
O=C(Nc1ccon1)c1ccc(S(=O)(=O)N2CCOCC2)cc1	12.6*
COc1ccccc1Cc1c(C2CCCCC2)nc2ccc(Cl)cn12	-0.5
CSc1ccc(C(=O)C2CCCN(S(=O)(=O)c3c(C)noc3C)C2)cc1 (stereo unspecified)	8.8

Part of the list above in order of length of the SMILES, low to high:
SMILES	TbREL1 primary
CCCN(CC1CC1)C(=O)Nc1ccccc1C	1.2
COCCNCC(=O)Nc1ccc(OC(F)(F)F)cc1	-1.0
COc1ccccc1Cc1c(C2CCCCC2)nc2ccc(Cl)cn12	-0.5
O=C(NC1=NCCS1)c1cc(-c2cccnc2)nc2ccccc12	0.0
Cc1ccc(C(=O)NC(NCc2ccco2)C(Cl)(Cl)Cl)cc1 (stereo unspecified)	-0.4
Cc1cc(C)n(CCC(=O)N2CCCC(Nc3ccc(F)cc3)C2)n1 (stereo unspecified)	-8.7
O=C1C=C(c2ccc(Oc3ccccc3)cc2)C[C@@H](c2ccc3c(c2)OCO3)C1	2.3

(continued)
SMILES	TbREL1 primary
CCO[C@@H]1OC(C(=O)NC2CC2)=C[C@H](c2ccc(C(F)(F)F)cc2)[C@H]1CCCO	-1.7
Cc1ccccc1-n1c(=O)c2ccccc2n(CC(=O)NCc2ccco2)c1=O	-1.0
CCSc1cc(C)nc2c(-c3ccccc3)c(C)nn12	2.1
O=C(NCc1cccs1)Nc1ccc2c(c1)OCO2	7.4
COc1cccc2cc(C(C)N(CCCN3CCOCC3)C(=S)Nc3c(C)cccc3C)oc12 (stereo unspecified)	6.8
CCCCN1CCN(C(=O)Cn2c(=O)c3ccccc3n(CC)c2=O)CC1	4.0
Cc1nc2nc3c(cn2n1)C(=O)CCC3	-0.6
CCC(C)n1cnc2c(c1=O)c1nc3ccccc3nc1n2-c1ccc2c(c1)OCCO2 (stereo unspecified)	1.5
CCC(=O)Nc1nc2ccc(NC(=O)c3cc(OC)c(OC)c(OC)c3)cc2s1	-0.4
O=C(CSc1ccc(Cl)cc1)N1CCC(c2nc3ccccc3s2)CC1	-2.7
NC(=S)Cc1nc2n(n1)Cc1ccccc1-2	0.4
CCCNC(=O)C1(C)CCCN(C(=O)Cc2ccc(OC)c(OC)c2)C1 (stereo unspecified)	1.6
COc1ccc(Cc2nc3ccc(C(=O)NCC4COCCO4)cc3o2)cc1 (stereo unspecified)	-3.1
Cc1cccc(OCCn2nc(C(=O)O)c3ccccc3c2=O)c1	-0.2
COc1ccc(C2(CNC(=O)/C=C\c3ccco3)CCCC2)cc1OC	-2.6
NC(N)=NS(=O)(=O)c1ccc(NC(=S)NC(=O)/C=C/c2ccccc2)cc1	0.1
CCCC1=C(C(=O)OCC)C(c2ccco2)C(C#N)=C(N)O1 (stereo unspecified)	-1.9
CC1(C)CC(=O)C=C(NCc2ccncc2)C1	0.3
Cc1ccc(NC(=O)C2C3C=CC4(O3)C2C(=O)N(CCCN2CCOCC2)C4C(=O)NC2CCCCC2)cc1Cl (stereo unspecified)	-6.6
C=CCNCCCCOc1c(Cl)cc(C)cc1Br	7.1

Two compounds drawn at random from those above:
SMILES	TbREL1 primary
CCCC1=C(C(=O)OCC)C(c2ccco2)C(C#N)=C(N)O1 (stereo unspecified)	-1.9
CCCNC(=O)C1(C)CCCN(C(=O)Cc2ccc(OC)c(OC)c2)C1 (stereo unspecified)	1.6

Following part.
SMILES	TbREL1 primary
COCCSc1nnc(NC(=O)C2CC(=O)N(c3ccccc3)C2)s1 (stereo unspecified)	1.5
ON=C(c1ccccc1)c1ccc2c3c(cccc13)CC2	11.5*
Cc1cccc(C)c1NC(=O)C1NC(=O)CC1c1ccccc1 (stereo unspecified)	-0.6
CC(C)(C)c1nn2cnnc2n(/N=C/c2ccc(O)cc2)c1=O	-0.8
O=C(NCc1cccc(C(F)(F)F)c1)C1CC(c2cccc(F)c2)=NO1 (stereo unspecified)	0.8
CCOC(=O)c1c(C)[nH]c(C(=O)OCC(=O)NCc2ccc(F)cc2)c1C	0.3
CC(C)CC(NC(=O)C(COCc1ccccc1)NC(=O)OC(C)(C)C)C(=O)NN (stereo unspecified)	-2.7
CCOC(=O)C1CCN(C(=O)Nc2ccc(Cl)cc2)CC1	1.7
O=C(NCCN1CCN(Cc2ccccc2)CC1)C1c2ccccc2C(=O)N2CCc3ccccc3C12 (stereo unspecified)	0.9
O=C1C2CCCN2C(=O)N1CCCCN1CCN(c2ccccc2)CC1 (stereo unspecified)	-2.2
COc1cccc(N2CCN(CC(=O)NCc3c(F)cccc3F)CC2)c1	-2.8
COc1ccc2c(C)c(C)c(=O)oc2c1OC	1.8
O=C(OCC#CCSc1nnc(-c2ccncc2)o1)c1sc2ccccc2c1Cl	0.5
O=C(C1CCCN(S(=O)(=O)c2ccc(F)cc2)C1)N1CCN(Cc2ccccc2)CC1 (stereo unspecified)	-2.6
C=C1CCN([C@@H](CC(C)C)C(=O)NCc2ccc(OC)cc2)S(=O)(=O)c2ccccc21	-1.4
Cc1ccc(S(=O)(=O)NCC(=O)N2CCc3ccccc3C2)cc1	-1.7
CN(C)c1cccc2c1c(NC(=O)c1ccc(Cl)cc1)nn2C	-1.8
COc1ccc(CN(C)Cc2cc(=O)n3ccsc3n2)c(OC)c1OC	6.1
NC(=O)C1CCN(C(=O)Cc2ccc(-c3ccccc3)cc2)CC1	-0.1
Cc1cccc(CN2CCCC(C(=O)c3ccc4c5c(cccc35)CC4)C2)n1 (stereo unspecified)	4.6
CC(NCc1ccccc1O)C12CC3CC(CC(C3)C1)C2 (stereo unspecified)	4.7
CC(C)c1ccc(/C=C2\CC/C(=C\C=N\N(C)C)C2=O)cc1	1.0
O=C(NCCc1ccc(Cl)cc1)c1ccc2c(c1)OCO2	-0.7
COc1cccc(NC(=O)CN(C)C(=O)CCCc2c[nH]c3ccccc23)c1	-1.7
Cc1ccc(C)c(NC(=O)CCC(=O)OC(C(=O)c2ccccc2)c2ccccc2)c1 (stereo unspecified)	-0.8
Cc1[nH]n(-c2ccccc2)c(=O)c1C=Nc1ccc2[nH]c(=O)[nH]c2c1	5.6
CC(C)CCNC(=O)CNC(=O)c1cccs1	3.7
CCCC1(C(=O)O)NC(c2ccccc2O)C2C(=O)N(c3cccc(Cl)c3)C(=O)C21 (stereo unspecified)	-0.5
NC(=O)c1ccsc1NC(=O)CN1C(=O)NC2(CCCC2)C1=O	5.2
S=C(NCCc1ccccc1)N1CCN(Cc2ccc(Cl)c(Cl)c2)CC1	-0.2
COCCN(C(=O)CNC(=O)c1cccs1)C(C(=O)NC1CCCCC1)c1ccco1 (stereo unspecified)	0.7
C[C@H]1[C@@H](OC(=O)NCc2ccc(C(F)(F)F)cc2)CC[C@@]23CCCN2C(=O)CCC[C@@H]13	-4.0
O=c1[nH][nH]c2c1[C@H](CCc1cccc(Cl)c1)O[C@H](C1CC1)C2	-4.1
NC(=O)c1ccccc1NCC(=O)c1ccc(Cl)cc1	6.6
CCOC(=O)CSc1cc(C)nc(N)n1	8.3
CC(=O)c1ccc(NS(=O)(=O)c2ccc(C)cc2)cc1	1.5
